CCT chaperon mod = cytosolic chaperonin activity modulation; hit rate 0.3% among 360,000; purified chaperonin ATPase assay, HTRF ADP detection, 30 min; activity change, % (concentration not given with the values), hits read low; in the data active = activity change below about -30%; also: % is scaled to controls: 0 for no effect and ±100 for the full control effect
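We incubate TRiC, 40 or 20 nM final, with library compounds at 76 uM and 10 uM ATP for 30 min at 37 °C. ADP formed is detected with Transcreener HTRF reagents after 30 min at room temperature.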
TGFb inhibitor = blocks TGF-b signaling; HepG2 CAGA-GFP TGF-b/SMAD3 reporter, GFP fluorescence, 18 h; TGF-beta stimulated, 500 pg/mL final; Potency, µM (doses to about 46.1 µM), for inactives: at the highest dose activity, negative = inhibition, usual class: inhibitors; hit rate 1.2% among 410,000; also: potency is read from the fitted curve at half-maximal effect; % is scaled to controls: 0 for no effect and ±100 for the full control effect; nearly all actives have a fitted effect of over 65% in size
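Read-out: total well GFP (ex488/em500-530) summed from mean per-cell fluorescence. Cells: HEPG2 CAGA-GFP, 1% FBS DMEM, 18 h at 37 degrees C with 500 pg/mL final TGF-beta. Unstimulated wells served as the full-inhibition control; stimulated DMSO wells = 0%.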
Nrf2 ARE act = activates Nrf2 signaling; Potency, µM (series often up to 46.1 µM), for the others: top-dose activation, most hits filed as activators; AID 624171; hit rate 0.31% among 410,000; AREc32 ARE-luciferase reporter (MCF7-derived line), luminescence, 24 h; also: potency is read from the fitted curve at half-maximal effect; % of control where 0% means no effect; nearly all actives have a fitted effect of over 65% in size
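Luminescent ARE reporter assay in AREc32_Fluc cells: overnight plating at 37 deg C, 24 hr compound incubation, Steady-Glo added, 30 min RT before reading.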
EPAC2 ag = activates human EPAC2 exchange factor | Q8WZA2 | EPAC2 activation, biochemical qHTS; response scale: 100% = 6.5 mM cAMP response | Potency, µM (top dose mostly 154 µM), for inactives: at the top dose activation, usual class: activators | hit rate 0.079% among 360,000 | AID 720711; also: potency is read from the fitted curve at half-maximal effect; nearly all actives have a fitted effect of over 50% in size
Target sequence (Q8WZA2 whole entry, looked up): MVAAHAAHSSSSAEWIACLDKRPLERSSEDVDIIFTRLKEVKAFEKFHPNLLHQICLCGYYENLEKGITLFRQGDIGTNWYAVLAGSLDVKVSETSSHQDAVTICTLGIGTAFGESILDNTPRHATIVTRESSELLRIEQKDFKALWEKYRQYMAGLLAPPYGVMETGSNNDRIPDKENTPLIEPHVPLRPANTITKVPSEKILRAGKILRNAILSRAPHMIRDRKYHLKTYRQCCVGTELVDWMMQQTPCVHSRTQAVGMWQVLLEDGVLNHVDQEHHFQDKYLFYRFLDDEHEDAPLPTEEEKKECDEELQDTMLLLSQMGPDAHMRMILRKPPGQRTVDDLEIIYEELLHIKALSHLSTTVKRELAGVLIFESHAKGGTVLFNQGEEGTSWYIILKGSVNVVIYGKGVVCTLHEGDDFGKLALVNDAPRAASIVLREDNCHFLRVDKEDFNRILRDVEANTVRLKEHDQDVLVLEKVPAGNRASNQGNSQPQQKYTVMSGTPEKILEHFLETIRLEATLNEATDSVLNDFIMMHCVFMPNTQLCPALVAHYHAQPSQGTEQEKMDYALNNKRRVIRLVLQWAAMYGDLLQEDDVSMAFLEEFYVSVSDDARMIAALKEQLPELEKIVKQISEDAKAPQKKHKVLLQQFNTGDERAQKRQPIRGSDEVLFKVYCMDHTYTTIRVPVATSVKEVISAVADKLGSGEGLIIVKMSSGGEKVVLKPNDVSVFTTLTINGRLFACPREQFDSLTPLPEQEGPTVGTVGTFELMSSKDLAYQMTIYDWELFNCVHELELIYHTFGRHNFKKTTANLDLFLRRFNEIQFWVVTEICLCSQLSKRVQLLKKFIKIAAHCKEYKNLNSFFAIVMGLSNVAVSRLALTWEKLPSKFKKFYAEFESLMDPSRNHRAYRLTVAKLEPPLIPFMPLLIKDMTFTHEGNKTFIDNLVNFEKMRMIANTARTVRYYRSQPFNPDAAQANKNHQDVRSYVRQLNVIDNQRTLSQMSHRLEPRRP
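qHTS, titration series. 100 nM EPAC2 / 250 nM Rap1B-BODIPY-GDP / 50 uM GDP; RT; ex 480/em 540 nm, 5-min reads to 30 min. Norm. to 6.5 mM cAMP = activation.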
A549 viability = counter-screen for Nrf2 inhibitors: cytotoxicity in A549 cells; A549 ARE-Fluc cells, CellTiter-Fluor viability, 18-24 h; Potency, µM (highest dose often 46 µM), for inactives: at the highest dose activity change, negative = cytotoxicity, usual class: inhibitors; AID 504648; hit rate 0.16% among 390,000; also: potency is read from the fitted curve at half-maximal effect; % is scaled to controls: 0 for no effect and ±100 for the full control effect
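A549 ARE-Fluc cells in 5% FBS OPTI-MEM, 5000 cells/well, rested 2 h then exposed to compounds in concentration-response for 18-24 h at 37 °C. Viability by CellTiter-Fluor fluorescence (Ex 405/Em 525) after 30 min; luciferase luminescence (BugLite, 15 min, RT) read afterwards.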
EPAC2 antag = antagonists of human EPAC2; Q8WZA2; EPAC2 GEF exchange of Rap1B-BODIPY-GDP, fluorescence; Potency, µM (top dose mostly 114 µM), inactives show at the top dose activity, negative = inhibition, usual class: inhibitors; hit rate 0.18% among 360,000; also: potency is read from the fitted curve at half-maximal effect; % is scaled to controls: 0 for no effect and ±100 for the full control effect; nearly all actives have a fitted effect of over 45% in size; many of its hits are not listed in these tables
Nrf2 block = inhibitors of Nrf2 signaling. AID 504444. A549 ARE-Fluc reporter, luciferase luminescence, 18-24 h. hit rate 2.1% among 360,000. Potency, µM (top dose mostly 46 µM), for inactives: top-dose activity change, negative = inhibition, usual class: inhibitors; also: potency is read from the fitted curve at half-maximal effect; % is scaled to controls: 0 for no effect and ±100 for the full control effect; nearly all actives have a fitted effect of over 60% in size
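Cells were seeded and rested 2 h, then exposed to compounds for 18-24 h. CellTiter-Fluor was read first as a viability measure. BugLite was added 15 min before the final luminescent read of ARE-luciferase activity in A549 cells.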
Mm-Cpn inhibitor = inhibitors of Methanococcus maripaludis chaperonin (MmCpn) | Potency, µM (series often up to 76.9 µM), for the others: top-dose activity, negative = inhibition, usual class: inhibitors | hit rate 0.031% among 330,000 | AID 504842 | purified Mm-Cpn ATPase, ADP Transcreener TR-FRET; also: potency is read from the fitted curve at half-maximal effect; % is scaled to controls: 0 for no effect and ±100 for the full control effect; nearly all actives have a fitted effect of over 80% in size
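Inhibition of chaperonin ATP hydrolysis is measured as reduced ADP production, detected by competitive TR-FRET in which signal falls with ADP. Final enzyme 25 nM and ATP 10 uM, reacted 30 min at 37°C.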
Akt phos inh = blocks phosphorylation of Akt; Neuro2A IGF-stimulated pAkt S473 HTRF, 20 min; active compounds read low; AID 651550; hit rate 0.32% among 360,000; activity change, % for hits at 50 µM; in the data active = activity change below about -80%; inconclusive = mostly about -51% to -80%; also: % is scaled to controls: 0 for no effect and ±100 for the full control effect
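Single-point screen (50 µM final compound) in Neuro2A cells stimulated 20 min with 6 nM IGF at 37 deg C. After lysis, Ser473-phosphorylated Akt read by HTRF (ex 330 nm, em 615/665 nm) as the 665/615 ratio.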
The depositor's hits bear a star; i = inactive; ? = inconclusive; · = not tested or not shown; & = joins results of further samples; [ ] = another dose, or the depositor's remark. Unless noted, calls follow the shape of the dose curve; as a rule, active = well fitted curve in the direction sought with a large enough effect; inconclusive = small, poorly fitted or top-dose-only effect, or another doubt; inactive = no such curve, though single readings can be large; an effect the other way counts as inactive or inconclusive.

SMILES | CCT chaperon mod | TGFb inhibitor | Nrf2 ARE act | EPAC2 ag | A549 viability | EPAC2 antag | Nrf2 block | Mm-Cpn inhibitor | Akt phos inh
O=C(N/N=C/c1cccnc1)c1cc2ccccc2o1 | -1.6 | 0% | -0.2% | 19% | ? | -6%[57.1 µM] | -2% | 2% | i
CN(Cc1ccccc1N1CCCC1)C(=O)c1cc2cc(Cl)ccc2o1 | -2.4 | -18% | 3.4% | 16% | 2% | ? | ? | -5% | i
O=C(c1ccccc1F)N1CCN=C1SCc1cccnc1 | 1.2 | 2% | -0.7% | -2% | -1% | -8% | -4% | 0% | i
CCN(CC)CCC(c1ccc(OC)cc1)c1c(O)cc(OC)cc1OC (stereo not drawn) | -0.7 | ? | 0.4% | 9% | -11%&-5% | 5% | 11%&13% | -16% | i
Cc1ccc2occ(/C=C/C(=O)c3ccccc3O)c(=O)c2c1 | -2.8 | 31%[activator] | 4.1% | -3% | 9% | 0% | · | 0% | i
CCc1nn2c(=O)cc(CSc3nc(C)cc(=O)[nH]3)nc2s1 | 1.3 | -4% | -0.5% | 10% | 0% | 6% | -8% | 1% | i
O=C(Nc1ccc(C(=O)O)cc1)Nc1cccc([N+](=O)[O-])c1 | 0.4 | 0% | 11% | -3% | -5% | 9% | 4% | 2% | i
Cc1ccc2c(c1)nnn2C1CCN(S(=O)(=O)c2ccc(C(=O)N3CC(C)CC(C)C3)cc2)CC1 (stereo not drawn) | -2.7 | 0% | 0.4% | -4% | -3% | -5% | -25% | 0% | i
Cc1ccc(NC(=O)Nc2ccccc2F)cc1S(=O)(=O)N1CCOCC1 | -1.8 | -23% | 0.5% | 9% | 2% | 5% | -13% | 1% | i
CCN(c1cccc(C)c1)C(C(=O)Nc1ccc(OC)cc1)c1cc2c(cc1[N+](=O)[O-])OCO2 (stereo not drawn) | -0.5 | 5% | 0.0% | 6% | -5% | -1% | -1% | 3% | i
CCCn1c(CN2CCN(C(=O)OCC)CC2)nc2c1c(=O)n(C)c(=O)n2C | 0.5 | 4% | 0.3% | 1% | 0% | 0% | 0% | 2% | i
CC(C)c1cc(C(=O)O)n(-c2ccccc2)n1 | 1.5 | -1% | 0.2% | 3% | 2% | -1% | 10% | -2% | i
CC(C)C[C@H]1COc2cccc(N3CCC[C@@H]3CO)c2S(=O)(=O)N1 | 0.9 | · | -0.5% | 7% | · | 0% | · | · | i
Cc1cc(C(F)(F)F)c(C#N)c(N2CCOCC2)n1 | -2.0 | 8% | 2.2% | 0% | 1% | 3% | 17% | 1% | i
CCOc1ccc(NC(=O)CSc2nc3ccsc3c(=O)n2CCC(=O)O)cc1 | 0.5 | -2% | -1.4% | -4% | 2% | -4% | 11% | -1% | i
N#CC1(NC(=O)CSc2ccccn2)CCCCC1 | -3.1 | 24% | -0.5% | -2% | -3% | 4% | -1% | 1% | i
O=C(N=C1SC2CS(=O)(=O)CC2N1c1cc(Cl)ccc1Cl)C1CC1 (stereo not drawn) | -0.9 | 14% | 0.0% | 6% | 0% | -8% | 10% | 1% | ·
CCOC(=O)CSc1ccc(C(=O)Nc2ccc(OC)cc2)cn1 | 1.6 | 1% | 5.4% | 2% | 1% | -4% | 0% | -1% | i
N#Cc1cccc(NC(=O)C2CCN(c3ncccn3)CC2)c1 | · | -18% | 0.4% | · | -7% | · | ? | · | ·
CCOC(=O)c1cnc2c(C)cc(C)cc2c1NCCc1ccc(OC)c(OC)c1 | · | -15% | 0.6% | · | 6% | · | 3% | · | ·
CN(C)S(=O)(=O)N(CC(=O)NCCSc1ccccc1)c1ccccc1 | · | -14% | -0.2% | · | -2% | · | -3% | · | ·
Cc1ncsc1CCC(=O)N1CCCC(Nc2ccc(C(C)C)cc2)C1 (stereo not drawn) | 1.3 | 0% | -0.3% | 1% | -9% | 9% | 5% | 1% | i
CCOC(=O)Cn1nc(C)c(NC(=O)CCc2ccccc2)c1C | -5.4 | -2% | -0.4% | 7% | 11% | 1% | -6% | 2% | i
CSc1cccc(NS(=O)(=O)c2ccc(F)cc2)c1 | -3.4 | -14% | -0.4% | 10% | -6% | 3% | ? | 0% | i
Cc1ccc(C(=O)NC2CCCCCC2)cc1S(=O)(=O)N1CCOCC1 | 0.7 | 5% | 1.8% | 0% | 11% | -15% | 22% | 0% | i
Cc1cccc(Nc2nc(N)nc(N)c2S(=O)(=O)c2ccccc2)c1 | · | -10% | 0.1% | · | -3% | · | ? | · | ·
CCOc1ccc(CCN2C(=O)C(=O)N([C@@H](CC(C)C)CN3CCC[C@H]3CN3C(=O)C(=O)NC[C@@H]3Cc3ccccc3)C[C@@H]2Cc2ccc(O)cc2)cc1 | -0.6 | · | 2.7% | -5% | · | 0% | · | · | i
CC(C)CN(CCNC(=O)c1cn(C)c2ccc(S(=O)(=O)N3CCCC3)cc2c1=O)CC(C)C | -0.1 | -6%&-1% | -0.8%&-0.3% | -4% | 2%&13% | 1% | 2%&-1% | 0% | ·
O=C(Nc1cccc(NC(=O)c2ccccc2[N+](=O)[O-])c1)c1ccccc1Cl | -7.0 | -14% | 8.7% | 15% | 5% | 8% | 8% | 3% | i
CC(C)(C)NC(=O)c1cccc(NC(=O)c2cccc(O)c2)c1 | -4.4 | 3% | 3.1% | 11% | 1% | 2% | 9% | 0% | i

Next part; it opens with the seven that closed the last part.
SMILES | CCT chaperon mod | TGFb inhibitor | Nrf2 ARE act | EPAC2 ag | A549 viability | EPAC2 antag | Nrf2 block | Mm-Cpn inhibitor | Akt phos inh
CSc1cccc(NS(=O)(=O)c2ccc(F)cc2)c1 | -3.4 | -14% | -0.4% | 10% | -6% | 3% | ? | 0% | i
Cc1ccc(C(=O)NC2CCCCCC2)cc1S(=O)(=O)N1CCOCC1 | 0.7 | 5% | 1.8% | 0% | 11% | -15% | 22% | 0% | i
Cc1cccc(Nc2nc(N)nc(N)c2S(=O)(=O)c2ccccc2)c1 | · | -10% | 0.1% | · | -3% | · | ? | · | ·
CCOc1ccc(CCN2C(=O)C(=O)N([C@@H](CC(C)C)CN3CCC[C@H]3CN3C(=O)C(=O)NC[C@@H]3Cc3ccccc3)C[C@@H]2Cc2ccc(O)cc2)cc1 | -0.6 | · | 2.7% | -5% | · | 0% | · | · | i
CC(C)CN(CCNC(=O)c1cn(C)c2ccc(S(=O)(=O)N3CCCC3)cc2c1=O)CC(C)C | -0.1 | -6%&-1% | -0.8%&-0.3% | -4% | 2%&13% | 1% | 2%&-1% | 0% | ·
O=C(Nc1cccc(NC(=O)c2ccccc2[N+](=O)[O-])c1)c1ccccc1Cl | -7.0 | -14% | 8.7% | 15% | 5% | 8% | 8% | 3% | i
CC(C)(C)NC(=O)c1cccc(NC(=O)c2cccc(O)c2)c1 | -4.4 | 3% | 3.1% | 11% | 1% | 2% | 9% | 0% | i
Cn1ncc2c(Sc3ccc(Cl)cc3)ncnc21 | 0.1 | 1% | -0.2% | 5% | 1% | 1% | 17% | -1% | i
CCc1noc(C)c1C(=O)N1CCCSC1=Nc1ccccc1C(C)C | 0.8 | -4% | 2.5% | 5% | 4% | -24% | -1% | 1% | i
COc1cc(-c2nnn(CC(=O)NCc3ccccc3)n2)cc(OC)c1OC | -0.1 | -25%&13% | -0.2%&6.1% | -6% | 4%&-10% | -27% | ? | 2% | i
COC(=O)c1cc(S(=O)(=O)NCc2ccc3c(c2)OCO3)cn1C | -2.2 | 6% | -0.8% | 1% | -3% | 0% | -4% | 3% | i
COc1ccc(/C=C2\SC(=S)N(CCCC(=O)N3CCN(C)CC3)C2=O)cc1OC | 0.6 | 0% | 0.4% | 4% | -1% | 11% | -1% | · | i
CN1C[C@@H]2[C@@H]3C(=O)N(Cc4ccccc4)C(=O)[C@@H]3[C@](C)(C1=O)N2C(=O)c1ccc(C(C)(C)C)cc1 | -2.2 | -35% | -0.6% | -5% | 0% | -2% | -8% | · | i
COc1ccc(C)cc1NC(=O)CSc1ncc2c(n1)-c1ccc(Cl)cc1N(Cc1ccccc1)S2(=O)=O | · | -24% | 3.7% | · | 0% | · | 26% | · | ·
Cc1nc(C)c(-c2ccc(SCC(=O)Nc3cccc(F)c3)nn2)s1 | 2.4 | ? | 3.8% | -10% | ? | 16% | 15µM* | ? | i
CCOc1cc2c(cc1/C=C1/NC(=O)N(CC(=O)OC)C1=O)OCO2 | 1.2 | 0% | 0.8% | 8% | -5% | -2% | 25% | -6% | i
CC(=O)N1CCC(=NNC(=O)c2cccs2)CC1 | -0.8 | 2% | 4.6% | 5% | 1% | 1% | ? | 0% | i
CC1CCN(C(=S)Nc2ccc(SC(F)F)cc2)CC1 | -3.8 | -22% | -0.5% | 1% | 4% | -12% | ? | 0% | i
Cc1cccc(N2CCN(CCCNc3ncnc4onc(-c5ccc(F)cc5)c34)CC2C)c1 (stereo not drawn) | · | ? | -1.5% | · | -19% | · | -13% | · | ·
C=CCC1NS(=O)(=O)OCC1C(C)C (stereo not drawn) | -4.2 | 2% | -1.1% | 12% | -3% | 1% | -5% | 0% | i
O=C(Nc1ccncc1)C1c2ccccc2Oc2ccccc21 | -2.5 | -6% | 0.1% | -7% | 17% | 2%[57.1 µM] | 1% | -1% | i

Bioassay records deposited in PubChem by National Center for Advancing Translational Sciences (NCATS).

Some of the compounds tested (hit frequency here may not be typical).
